All columns: NCI-60 one-dose screen, growth in % after 48 h at 10 µM unless noted; 100 = growth as untreated, 0 = no growth, -100 = all killed.
BT-549: BT-549 breast cancer | 4.4% of 78,000 active | AID 1794793
MDA-MB-468: MDA-MB-468 breast cancer | 8.5% of 78,000 active | AID 2202374
MCF7: MCF7 breast cancer. 6.3% of 82,000 active
K-562: K-562 leukemia; 7.4% of 78,000 active; AID 1794777
MDA-MB-231: MDA-MB-231 breast cancer; 5% of 81,000 active; AID 1794789
MOLT-4: MOLT-4 leukemia cells; 6.9% of 80,000 active; AID 1794779
MDA-MB-435: MDA-MB-435 melanoma; 7.8% of 82,000 active; AID 1794794
SR: SR leukemia cells. 8.7% of 73,000 active. AID 1794780
The depositor's hits bear a star; & = joins results of further samples. How the source made its calls: active means growth percent below 10; inactive means the rest.

How did COc1cc(CCN=Cc2cccc(OC)c2O)c([N+](=O)[O-])cc1OC do in these assays?
BT-549: 97.6; MDA-MB-468: 97.0; MCF7: 96.9; K-562: 90.7; MDA-MB-231: 96.8; MOLT-4: 99.0; MDA-MB-435: 102.4; SR: 94.6

What do the screens show for `Clc1cccc2cnccc12`?
BT-549: 111.1; MDA-MB-468: 110.2; MCF7: 107.1; K-562: 137.3; MDA-MB-231: 122.2; MOLT-4: 113.1; MDA-MB-435: 113.1; SR: 162.2

What do the screens show for `COc1ccc(NC(=O)c2cc(OC)c3c(c2)OCO3)cc1`?
BT-549: 104.6; MDA-MB-468: 125.4; MCF7: 104.7; K-562: 97.2; MDA-MB-231: 94.7; MOLT-4: 105.4; MDA-MB-435: 98.7

Results for CCOc1cc(C2C(Cl)C(=O)N2n2cnnc2)ccc1O (centres undefined) ?
BT-549: 93.0; MDA-MB-468: 110.8; MCF7: 97.5; K-562: 104.1; MDA-MB-231: 105.8; MOLT-4: 100.4; MDA-MB-435: 96.2

How did NS(=O)(=O)c1ccc2ccccc2c1 do in these assays?
BT-549: 100.9; MDA-MB-468: 111.2; MCF7: 102.7; K-562: 109.8; MDA-MB-231: 96.4; MOLT-4: 102.4; MDA-MB-435: 113.4; SR: 96.1

What do the screens show for `Cc1c(Cl)cccc1S(=O)(=O)Nc1nc2c(s1)CN(Cc1ccccc1)CC2`?
BT-549: 106.8; MDA-MB-468: 96.0; MCF7: 93.0; K-562: 88.2; MDA-MB-231: 103.2; MOLT-4: 101.0; MDA-MB-435: 97.3; SR: 92.9

How did CCN(CC)c1ccc2nc3c4ccccc4c(=O)cc-3n(-c3ccccc3)c2c1 do in these assays?
BT-549: -21.7*; MDA-MB-468: -17.5*; MCF7: -7.2*; K-562: 6.1*; MDA-MB-231: -24.1*; MOLT-4: 2.4*; MDA-MB-435: -36.3*; SR: -5.6*

How did C[C@H]1CCC/C=C/[C@@H]2C[C@H](O)[C@H](O)[C@H]2[C@H](O)/C=C/C(=O)O1 do in these assays?
BT-549: 77.7; MDA-MB-468: 108.1; MCF7: 86.9; K-562: 97.0; MDA-MB-231: 102.3; MOLT-4: 101.3; MDA-MB-435: 112.6; SR: 97.1

How did COc1ccc(-c2[nH]c3ccc(OC)cc3c2C=C(C#N)C#N)cc1 do in these assays?
BT-549: 55.1; MDA-MB-468: -13.7*; MCF7: 17.1; K-562: 4.8*; MDA-MB-231: 53.7; MOLT-4: 27.3; MDA-MB-435: -62.5*; SR: -3.0*

Results for C#CC[C@@H]1C[C@]2(C)[C@H]3CC[C@@H]4[C@H]5C(C(=C)C)CC[C@]5(C(=O)NCCCN5CCN(CCCN)CC5)CC[C@@]4(C)[C@]3(C)CC[C@H]2C(C)(C)[C@H]1OC(C)=O (some centres undefined) ?
BT-549: 75.6; MDA-MB-468: -76.5*; MCF7: -75.4*; K-562: -19.8*; MDA-MB-231: -83.3*; MOLT-4: -28.3*; MDA-MB-435: -73.3*; SR: -13.6*

Results for COc1ccc(N=Nc2ccccc2)cc1 ?
BT-549: 97.5; MDA-MB-468: 108.4; MCF7: 91.5; K-562: 93.5; MDA-MB-231: 105.8; MOLT-4: 96.4; MDA-MB-435: 109.7; SR: 100.5

How did COc1ccccc1C(=O)O/N=C(\N)Cc1cccc2ccccc12 do in these assays?
BT-549: 99.4; MDA-MB-468: 61.6; MCF7: 78.9; K-562: 75.7; MDA-MB-231: 77.3; MOLT-4: 79.0; MDA-MB-435: 105.1; SR: 82.1

How did CCCOC(=O)C1CCCCC1C(=O)OCCC (centres undefined) do in these assays?
BT-549: 103.9; MDA-MB-468: 102.0; MCF7: 97.3; K-562: 104.4; MDA-MB-231: 115.7; MOLT-4: 111.6; MDA-MB-435: 121.7; SR: 97.3

Results for O=COCCCc1ccccc1 ?
BT-549: 104.0; MCF7: 104.7; K-562: 104.4; MDA-MB-231: 100.0; MOLT-4: 113.3; MDA-MB-435: 110.2; SR: 117.3

How did Cn1c(=O)c2c(nc(CCc3nc4c(c(=O)n(C)c(=O)n4C)n3C)n2C)n(C)c1=O do in these assays?
BT-549: 107.1; MDA-MB-468: 101.1; MCF7: 109.8; K-562: 100.8; MDA-MB-435: 104.6; SR: 94.3

How did C/C=C\C1(/C=C/C)C(=O)OC(=O)C1(/C=C/C)/C=C/C (centres undefined) do in these assays?
BT-549: 103.6; MDA-MB-468: 129.5; MCF7: 101.7; K-562: 106.6; MDA-MB-231: 104.9; MOLT-4: 114.1; MDA-MB-435: 90.3; SR: 101.0

Results for Nc1ncc(-c2ccc(NS(=O)(=O)C3CC3)cc2)[nH]1 ?
BT-549: 112.0; MDA-MB-468: 102.5; MCF7: 90.3; K-562: 104.7; MDA-MB-231: 96.9; MOLT-4: 102.8; MDA-MB-435: 105.1; SR: 93.8

How did O=C(CSc1nnc(-c2ccc(NC(=O)c3cccnc3)cc2)o1)N[C@@H](Cc1ccc(O)cc1)C(=O)O do in these assays?
BT-549: 112.7; MDA-MB-468: 109.8; MCF7: 105.0; K-562: 93.6; MDA-MB-231: 97.7; MOLT-4: 99.8; MDA-MB-435: 107.8

What do the screens show for `Nc1ccccc1C(=O)Nc1ccc(Cl)cc1Cl`?
BT-549: 99.2; MDA-MB-468: 94.5; MCF7: 65.5; MDA-MB-231: 84.4; MOLT-4: 77.7; MDA-MB-435: 107.0; SR: 50.0

Results for CCCCNc1cc(=O)[nH]c(N)n1 ?
BT-549: 118.0; MDA-MB-468: 105.8; MCF7: 98.6; K-562: 100.7; MDA-MB-231: 109.4; MOLT-4: 106.9; MDA-MB-435: 103.3; SR: 93.3

Results for O=C(/C=C/c1cn(Cc2ccc(Cl)cc2)c2ccccc12)c1ccc(F)cc1 ?
BT-549: 96.9; MDA-MB-468: 50.5; MCF7: 64.9; K-562: 17.7; MDA-MB-231: 74.2; MOLT-4: 55.1; MDA-MB-435: 72.6; SR: 72.3

What do the screens show for `O=C(CC(=O)c1ccc([N+](=O)[O-])cc1)c1ccccc1`?
MDA-MB-468: 67.8; MCF7: 40.2; K-562: 35.9; MDA-MB-231: 69.1; MOLT-4: 41.5; MDA-MB-435: 70.6; SR: 34.3

How did COc1ccc(C(=O)C[n+]2cccc(C)c2)cc1 do in these assays?
BT-549: 117.8; MDA-MB-468: 104.4; MCF7: 105.5; K-562: 96.4; MDA-MB-231: 114.9; MOLT-4: 87.0; MDA-MB-435: 117.0; SR: 99.9

Results for C[C@]12CCc3nc(Nc4ccccc4)sc3C1=CC[C@@H]1[C@@H]2CC[C@]2(C)/C(=N/NC(N)=S)CC[C@@H]12 ?
BT-549: 35.4; MDA-MB-468: 14.9; MCF7: 24.3; K-562: 9.5*; MDA-MB-231: 56.3; MOLT-4: 8.0*; MDA-MB-435: 30.8; SR: 13.1

What do the screens show for `CCOc1ccccc1/C=N\Nc1ccc([N+](=O)[O-])cn1`?
BT-549: 112.4; MDA-MB-468: 107.3; MCF7: 90.3; K-562: 112.5; MDA-MB-231: 99.5; MOLT-4: 98.7; MDA-MB-435: 100.6; SR: 98.4

Results for CC(C)C(=O)Nc1nc2c(s1)CCCc1ccn(S(=O)(=O)c3ccccc3)c1-2 ?
BT-549: 89.8; MDA-MB-468: 95.3; MCF7: 86.3; K-562: 73.8; MDA-MB-231: 108.1; MOLT-4: 78.0; MDA-MB-435: 106.5; SR: 84.3

Results for COc1ccc(C(=NNS(=O)(=O)c2ccc(C)cc2)c2ccccc2)cc1OC ?
BT-549: 111.9; MDA-MB-468: 103.5; MCF7: 91.4; K-562: 94.3; MDA-MB-231: 91.2; MOLT-4: 98.3; MDA-MB-435: 105.7; SR: 111.3

What do the screens show for `C#CCOC1CCCCC1O` (centres undefined)?
BT-549: 117.4; MDA-MB-468: 107.5; MCF7: 96.0; MDA-MB-231: 103.8; MOLT-4: 88.4; MDA-MB-435: 104.6; SR: 109.8

What do the screens show for `Cn1cc(-c2csc(-c3c[nH]c4ccc(F)cc34)n2)c2ccnc(Cl)c21`?
BT-549: 78.2; MDA-MB-468: 15.0; MCF7: 59.5; K-562: 53.3; MDA-MB-231: 60.9; MOLT-4: 64.9; MDA-MB-435: 88.2; SR: 44.4

Results for OCCN1CCN(CC2NCCCC2O)CC1 (centres undefined) ?
MDA-MB-468: 111.4; MCF7: 86.5; K-562: 110.5; MDA-MB-231: 110.8; MOLT-4: 103.9; MDA-MB-435: 120.6

In the list so far, two contain fluorine.
Results for O=C(/C=C/c1cn(Cc2ccc(Cl)cc2)c2ccccc12)c1ccc(F)cc1 ?
BT-549: 96.9; MDA-MB-468: 50.5; MCF7: 64.9; K-562: 17.7; MDA-MB-231: 74.2; MOLT-4: 55.1; MDA-MB-435: 72.6; SR: 72.3

What do the screens show for `Cn1cc(-c2csc(-c3c[nH]c4ccc(F)cc34)n2)c2ccnc(Cl)c21`?
BT-549: 78.2; MDA-MB-468: 15.0; MCF7: 59.5; K-562: 53.3; MDA-MB-231: 60.9; MOLT-4: 64.9; MDA-MB-435: 88.2; SR: 44.4

Structures shown so far with a nitro group on carbon (3):
How did COc1cc(CCN=Cc2cccc(OC)c2O)c([N+](=O)[O-])cc1OC do in these assays?
BT-549: 97.6; MDA-MB-468: 97.0; MCF7: 96.9; K-562: 90.7; MDA-MB-231: 96.8; MOLT-4: 99.0; MDA-MB-435: 102.4; SR: 94.6

What do the screens show for `O=C(CC(=O)c1ccc([N+](=O)[O-])cc1)c1ccccc1`?
MDA-MB-468: 67.8; MCF7: 40.2; K-562: 35.9; MDA-MB-231: 69.1; MOLT-4: 41.5; MDA-MB-435: 70.6; SR: 34.3

What do the screens show for `CCOc1ccccc1/C=N\Nc1ccc([N+](=O)[O-])cn1`?
BT-549: 112.4; MDA-MB-468: 107.3; MCF7: 90.3; K-562: 112.5; MDA-MB-231: 99.5; MOLT-4: 98.7; MDA-MB-435: 100.6; SR: 98.4

Next part:
How did O=C1Nc2ccc(Cl)cc2C12Oc1ccccc1C1CC(c3ccc(F)cc3)=NN12 (centres undefined) do in these assays?
BT-549: 90.4; MDA-MB-468: 84.1; MCF7: 68.9; K-562: 95.7; MDA-MB-231: 92.9; MOLT-4: 87.0; MDA-MB-435: 101.2; SR: 94.3

Results for CC(C)CC(CC(C)C)NCC(C)OC(=O)c1ccc([N+](=O)[O-])cc1 (centres undefined) ?
BT-549: 103.3; MDA-MB-468: 94.4; MCF7: 104.9; K-562: 91.0; MDA-MB-231: 113.4; MOLT-4: 95.6; MDA-MB-435: 103.6; SR: 87.6

What do the screens show for `CCN(CC)CCCCCNc1cc(OC)cc2c(C)ccnc12`?
BT-549: 83.7; MDA-MB-468: 19.4; MCF7: 15.9; K-562: 78.1; MDA-MB-231: 95.6; MOLT-4: 89.0; MDA-MB-435: 113.2; SR: 88.8

What do the screens show for `COc1ccc(-c2nnc3c(/C=C/c4ccccc4O)nc4ccccc4n23)cc1`?
BT-549: 77.6; MDA-MB-468: 58.6; MCF7: 47.3; K-562: 54.9; MDA-MB-231: 84.7; MOLT-4: 36.4; MDA-MB-435: 77.2; SR: 39.0

What do the screens show for `Oc1cc(O)c2c(=S)cc(-c3ccc(Cl)cc3)oc2c1`?
BT-549: 38.4; MDA-MB-468: -6.3*; MCF7: 6.2*; K-562: 28.2; MDA-MB-231: 21.6; MOLT-4: 24.1; MDA-MB-435: 25.9; SR: 36.1

What do the screens show for `Cc1nn(-c2ccccc2)c(Oc2ccc(Cl)cc2)c1/C=N\N=c1/sc2ccccc2n1C`?
BT-549: 84.1; MDA-MB-468: 81.8; MCF7: 85.0; K-562: 81.0; MDA-MB-231: 79.0; MOLT-4: 74.1; MDA-MB-435: 97.2

How did COc1ccc(/C=C2\Oc3cc(O)ccc3C2=O)cc1OC do in these assays?
BT-549: 101.6; MDA-MB-468: 103.5; MCF7: 108.8; K-562: 90.3; MDA-MB-231: 102.7; MOLT-4: 88.9; MDA-MB-435: 97.6

Results for CCCCCCCCCCCCNCCCc1ccccc1 ?
BT-549: 85.9; MDA-MB-468: 13.0; MCF7: 25.4; K-562: 2.3*; MDA-MB-231: 61.3; MOLT-4: 54.8; MDA-MB-435: 100.2; SR: -34.3*

How did N#C/C(=C\c1cccc(F)c1)C(=O)c1ccccc1 do in these assays?
BT-549: 105.7; MDA-MB-468: 112.7; MCF7: 98.3; K-562: 104.5; MDA-MB-231: 101.8; MOLT-4: 101.4; MDA-MB-435: 109.6

How did O=C1C=CC2(NN=C(c3ccccc3)N2c2cccc(Cl)c2)C(Cl)=C1 (centres undefined) do in these assays?
BT-549: 88.5; MDA-MB-468: 71.7; MCF7: 79.0; K-562: 28.6; MDA-MB-231: 61.6; MOLT-4: 39.2; MDA-MB-435: 86.3; SR: 67.3

What do the screens show for `CCOC(=O)CCCn1c(-c2c(O)c(O)cc3c(O)c(-c4c(C)cc5c(-c6nc7ccccc7n6CCCC(=O)OCC)c(O)c(O)cc5c4O)c(C)cc23)nc2ccccc21`?
BT-549: 97.6; MDA-MB-468: 101.3; MCF7: 96.3; K-562: 100.1; MDA-MB-231: 97.5; MOLT-4: 104.1; MDA-MB-435: 102.1; SR: 93.2

How did CCCC(=O)NC(c1cccnc1)c1ccc2cccnc2c1O (centres undefined) do in these assays?
BT-549: 83.4; MDA-MB-468: 54.7; MCF7: 64.8; K-562: 60.6; MDA-MB-231: 55.3; MOLT-4: 36.1; MDA-MB-435: 77.1; SR: 52.5

What do the screens show for `CC(=O)NS(=O)(=O)c1ccc(NC(=O)c2ccccc2C(=O)O)cc1`?
BT-549: 102.4&94.3&98.9; MDA-MB-468: 114.7&100.7&62.2; MCF7: 96.0&93.6&91.8; K-562: 104.6&110.3; MDA-MB-231: 104.2&125.9&93.0; MOLT-4: 99.1&102.2&99.8; MDA-MB-435: 121.6&106.3&99.4; SR: 108.9&97.8

What do the screens show for `OC(Cc1ccnc2ccccc12)C(Cl)(Cl)Cl` (centres undefined)?
BT-549: 92.5; MDA-MB-468: 58.6; MCF7: 89.4; K-562: 76.7; MDA-MB-231: 94.2; MOLT-4: 95.7; MDA-MB-435: 116.3; SR: 86.9

Screening results as filed in PubChem.
